# GPR55 antagonists: GPR55 antagonists blocking LPI-driven arrestin recruitment, primary screen, imaging, U2OS, beta-arrestin-GFP, LPI agonist (AID 2013) | U2OS GPR55 beta-arrestin-GFP translocation imaging, LPI antagonism; higher % means a stronger effect | inhibition, % at 10 µM, or IC50 in µM where a hit was titrated | hit rate 0.13% among 290,000;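 active means spots per cell inhibited over 60%, with over 100 cells counted and total cytoplasm intensity under 500,000; inconclusive means wells with under 100 cells, flagged as likely toxic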;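 further: U2OS cells stably carrying GPR55 and arrestin-GFP stimulated by 5 µM LPI near EC80; imaged beta-arrestin-GFP aggregate spots per cell after agonist stimulation; plate controls were LPI-stimulated DMSO wells for no effect and DMSO wells without LPI for full effect; some results filed as inactive read as strong as hits; confirmed hits need IC50 under 10 µM and bright autofluorescent wells are also inconclusive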
# LYP inhibition: PTPN22 lymphoid phosphatase activity blockers – biochemical, fluorescence intensity, uHTS (AID 1779) | recombinant LYP phosphatase, fluorescence intensity; higher % means a stronger effect | inhibition, % at 11.5 µM; hits with a dose series show IC50 in µM | hit rate 0.054% among 290,000; in the data active means inhibition above about 50%;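 further: plate controls were vehicle with enzyme for no effect and no enzyme for full effect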
# Myeloid diff 2: compounds promoting myeloid differentiation | ER-HoxA9 myeloid progenitors, lysozyme-GFP differentiation, flow cytometry | hit rate 1% among 360,000 | AID 624256 | calls only at 10 µM;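 active means normalized GFP-positive differentiation at or above the plate's own cutoff, the solvent-only control mean plus 3 SD; inconclusive means no clear call, values can overlap the other calls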;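 further: cells exposed to compound for four days before flow analysis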
# Siah-1 displacement: blockers of Siah-1 interaction with plectin peptide – biochemical, fluorescence polarization, rhodamine-plectin, uHTS, primary screen (AID 1817) | Siah-1 / rhodamine-plectin peptide fluorescence polarization; higher % means a stronger effect | one-dose displacement, % at 20 µM; IC50 in µM for titrated hits | hit rate 0.02% among 290,000;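 active means displacement of at least 50% at 20 µM, with a fluorescence ratio check between 0.3 and a set limit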;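 further: plate controls were Siah plus tracer with DMSO for no effect and tracer alone without Siah for full effect; strong numbers were not always called active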
# HIV fusion peptide: inhibitors of HIV fusion peptide binding, primary screen, biochemical, uHTS, fluorescence dequenching (AID 1986); cell-free peptide binding, fluorescence dequenching, 30 min; higher % means a stronger effect; one-dose inhibition, % at 20 µM; IC50 in µM for titrated hits; hit rate 0.3% among 290,000; in the data active means inhibition mostly above about 52%, no sharp cut-off; inactive means mostly below about 76%; further: some results filed as inactive read as strong as hits
# Rac1 GTP hydrolysis: MgcRacGAP GTPase-activating activity inhibitors, confirmation, biochemical, ADP Hunter fluorescence; MgcRacGAP-stimulated Rac1 GTP hydrolysis, ADP Hunter fluorescence; higher % means a stronger effect; GST-tagged Rac1 F28L mutant substrate; hit rate 0.6% among 340,000; inhibition, % at 30 µM, or IC50 in µM where a hit was titrated;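 active means first-screen hits whose inhibition reached a set limit at any dose in the follow-up dose series; inconclusive means inhibition above the set first-screen limit but never retested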;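 further: fluorescence reports GDP produced by GAP-driven GTP hydrolysis; strong numbers were not always called active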
# NTR1 agonist: agonists of NTR1, primary screen, imaging, U2OS cells, beta-arrestin-GFP, high content (AID 493036) | P30989 | NTR1-U2OS beta-arrestin-GFP spot imaging, agonist mode | activation, % at 20 µM | hit rate 0.17% among 330,000;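 active means activation at or above 40% of the spot to cytoplasm intensity ratio, with at least 20 cells analyzed; inconclusive means wells under 20 cells, flagged as cytotoxic or low count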;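 further: 0% = DMSO without peptide and 100% = 100 nM NTR1 peptide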
# Target sequence (P30989 whole entry, looked up): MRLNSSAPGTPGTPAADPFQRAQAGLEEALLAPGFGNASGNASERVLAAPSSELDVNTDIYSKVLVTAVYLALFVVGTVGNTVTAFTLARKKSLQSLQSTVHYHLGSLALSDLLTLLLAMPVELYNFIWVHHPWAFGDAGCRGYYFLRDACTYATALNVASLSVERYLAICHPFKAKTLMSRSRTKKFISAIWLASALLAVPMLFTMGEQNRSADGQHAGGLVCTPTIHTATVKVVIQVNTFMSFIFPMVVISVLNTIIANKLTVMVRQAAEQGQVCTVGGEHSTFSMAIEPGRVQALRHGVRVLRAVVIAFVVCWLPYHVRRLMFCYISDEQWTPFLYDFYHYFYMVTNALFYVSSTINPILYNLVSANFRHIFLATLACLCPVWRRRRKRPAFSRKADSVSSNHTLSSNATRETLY
# GPR35 arrestin U2OS: GPR35 antagonists blocking zaprinast-driven arrestin recruitment, primary screen, imaging, U2OS, beta-arrestin-GFP, zaprinast agonist (AID 2058); U2OS GPR35 beta-arrestin-GFP translocation imaging, zaprinast antagonism; higher % means a stronger effect; one-dose inhibition, % at 10 µM; IC50 in µM for titrated hits; hit rate 0.052% among 290,000;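 active means inhibition of at least 50% with at least 30 cells and total cytoplasm GFP at most 10,000,000; inconclusive means under 30 cells or total GFP of 10,000,000 plus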
# PhoP inhibition: inhibitors of PhoP regulon expression, primary screen, Salmonella Typhimurium, GFP reporter (AID 1863) | S. Typhimurium PhoP-regulated promoter GFP reporter, 4 h; higher % means a stronger effect | one-dose inhibition, % at 50 µM; IC50 in µM for titrated hits | hit rate 0.16% among 300,000;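 active means inhibition over 29.93%, a cutoff 3 SD above the screen mean, later confirmed by dose response; inconclusive means inhibition over 29.93% but no dose response follow-up; inactive means inhibition at most 29.93% or unconfirmed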;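 further: 0% = low Mg2+ inducing control and 100% = high Mg2+ repressing control; strong numbers were not always called active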
# NTR1 agonist cell count 20 µM: further read-out of NTR1 agonist, marked with its call; cell count; measured here: cell count, cytotoxicity flag
# Myeloid diff 2 GFP+ MAC1+ %: recorded beside Myeloid diff 2, whose call it bears; GFP+ MAC1+ double positive, %; measured here: differentiation confirmed by MAC1 staining
# Starred values were filed as active, the others as inactive; i = inactive; ? = inconclusive; / = not tested or not shown; + = active, no number. Compounds were not picked by outcome. About 2.4% of those tested had a hit in this group.
SMILES,GPR55 antagonists,LYP inhibition,Myeloid diff 2,Myeloid diff 2 GFP+ MAC1+ %,Siah-1 displacement,HIV fusion peptide,Rac1 GTP hydrolysis,NTR1 agonist,NTR1 agonist cell count 20 µM,GPR35 arrestin U2OS,PhoP inhibition
O=C(CCCCCN1C(=O)c2ccccc2C1=O)NCc1ccco1,13%,-4%,i,0.8,1%,0.8%,-5%,1.1,46,4%,4%
Cc1ccccc1C1c2[nH]c3ccccc3c2CCN1Cc1cccn1-c1ncccn1 (centres undefined),-8%,-7%,i,0.4,1%,4.0%,-8%,17,58,-5%,1%
CCOc1cnc(-c2c(-c3c(F)cccc3Cl)noc2C)o1,-1%,-4%,i,0.0,-5%,-1.0%,4%,0.3,28,16%,-10%
CC1=C(C(=O)OC(C)(C)C)C(c2ccco2)C(C#N)=C(N)O1 (centres undefined),-15%,-6%,i,4.9,-1%,4.4%,10%,1.3,49,0%,-7%
COC(=O)c1ccc(CSc2n[nH]c(-c3ccccc3)n2)o1,-12%,-1%,i,0.2,4%,0.3%,5%,-1.7,78,-12%,-9%
CCNc1nc(OCCNS(=O)(=O)c2cc(C)ccc2C)nc(N(C)C)n1,-4%,-7%,i,1.1,-1%,3.0%,14%,-0.3,41,6%,15%
Cc1ccc(NC(=O)CN(C)C(C)C(=O)Nc2ccc(S(=O)(=O)N3CCCC3)cc2)cc1 (centres undefined),/,/,i,0.6,/,/,7%,0.9,74,/,3%
COc1cccc(Cn2cccc(NC(=O)NC3CCCCC3)c2=O)c1,-2%,-9%,i,0.6,0%,4.8%,3%,-1.4,62,1%,11%
COc1cc(C(=O)N(C)CC(=O)Nc2cccc(F)c2)ccc1OCc1ccccc1,/,/,i,0.3,/,/,2%,2.1,59,/,3%
O=c1[nH]c(CN(CCc2ccccc2)S(=O)(=O)c2ccc(Cl)cc2)nc2ccccc12,8%,-3%,i,0.6,5%,-2.4%,-3%,24,58,-5%,23%
CCN(CC)S(=O)(=O)c1ccc(C(=O)NCC(=O)NC2CC2)cc1,/,/,i,1.1,/,/,4%,1.0,57,/,3%
CCN(CC)S(=O)(=O)c1ccc(OC)c(NC(=O)CC2CCCC2)c1,6%,-8%,i,0.5,-1%,1.0%,7%,1.0,44,-9%,4%
COc1ccc(Cl)cc1NC(=O)CN1CCN(S(=O)(=O)N2CCCCC2)CC1,-10%,-6%,i,0.3,12%,-0.5%,4%,-1.1,58,-1%,10%
CCOC(=O)c1ccc(NC(=O)CN2C(=O)CNC2=O)cc1,-7%,3%,i,1.6,3%,10%,4%,1.1,54,-10%,3%
O=C1C=C(c2cccs2)CC(c2cccs2)C1n1cnc([N+](=O)[O-])c1 (centres undefined),11%,2%,i,0.5,1%,4.9%,4%,-1.0,52,7%,3%
COc1ccc(C)cc1NC(=O)CSc1nnc2ccc(-c3ccncc3)nn12,/,/,i,0.9,/,/,5%,-1.1,73,/,7%
O=C(O)c1ccc(N2C(=O)C3ON(c4ccccc4)C(c4ccccc4F)C3C2=O)cc1 (centres undefined),2%,-1%,i,0.3,-4%,-2.2%,5%,0.8,58,-6%,5%
Cc1ccc(N2C(=O)Cc3ccccc3C2=O)cc1,13%,-7%,i,2.5,3%,2.4%,5%,1.1,42,-2%,13%
O=C(CS(=O)c1cccc(Cl)c1)Nc1ccccc1Cl (centres undefined),23%,-12%,i,2.7,3%,-2.2%,-10%,0.7,100,8%,10%
CCN(Cc1ccncc1)C(=O)c1cc(COc2c(F)cccc2F)on1,-6%,-12%,i,0.0,0%,1.0%,7%,-0.5,58,-2%,0%
CCOCc1nnc(NC(=O)COC)s1,-24%,-2%,i,0.8,-6%,5.4%,4%,-1.4,74,5%,31%
O=C(NC1CCCCC1)C(c1ccc(O)cc1)N(CC1CCCO1)C(=O)C1COc2ccccc2O1 (centres undefined),-10%,1%,i,0.8,-2%,2.6%,7%,1.9,83,-6%,1%
O=C(c1ccc2ccccc2c1)C1CCCN(C(=O)c2cnccn2)C1 (centres undefined),-2%,-4%,i,0.6,-5%,-1.0%,13%,1.0,51,-2%,-1%
Oc1ccc(N=Nc2cccc(C(F)(F)F)c2)cc1C=Nc1ccc(N2CCOCC2)cc1,10%,4%,/,/,2%,44%,10%,-0.7,55,-5%,10%
CC(=O)N1c2ccccc2N(Cc2ccc(C)cc2C)C(=O)C1(C)C,-14%,-3%,+,9.9*,-2%,-0.5%,0%,3.6,52,6%,8%
Cc1cc2ncc(-c3ccc(Cl)cc3)c(N)n2n1,-4%,-1%,i,2.0,-1%,-1.0%,17%,-2.4,46,11%,21%
Cc1nn(C(C)C(=O)O)c2ccccc12 (centres undefined),3%,-6%,i,5.8,-8%,-2.3%,8%,0.9,60,31%,-20%
COC(=O)c1sccc1NC(=O)CCC1CCCC1,-5%,-7%,i,0.7,-4%,-0.8%,1%,5.4,73,-1%,8%
CN1CCCC(OC(=O)c2ccc(C#N)cc2)C1 (centres undefined),-2%,-7%,i,0.7,-1%,0.3%,4%,1.8,52,5%,0%
CC(C)(C)c1ccc(Oc2ccc(NC(=O)c3cccs3)cn2)cc1,47%,2%,i,0.1,0%,0.4%,0%,11,49,2%,1%
CN(C)S(=O)(=O)c1cc(NC(=O)COC(=O)C2COc3ccccc3O2)ccc1Cl (centres undefined),13%,0%,i,0.3,1%,0.2%,6%,-0.4,40,-19%,4%
CCN1CC2CCCC3(C1)C(=O)NC1(CCCCC1)N=C23 (centres undefined),7%,-7%,i,0.7,4%,-4.5%,6%,1.8,55,-2%,5%
Nc1ncnc2c1ncn2[C@@H]1O[C@H](COP(=O)(O)O)[C@@H](O)[C@H]1O,10%,-11%,i,2.0,-2%,1.2%,-12%,2.0,56,-3%,3%
N#CC1=C(N)Oc2n[nH]c(-c3ccc(F)cc3)c2C1c1cccc(OC(=O)N2CCOCC2)c1 (centres undefined),-5%,-3%,i,0.2,0%,0.8%,6%,4.0,67,-8%,6%
CCCn1nc(C(=O)NNC(=O)C2CSC3(C)CCC(=O)N23)c2ccccc2c1=O (centres undefined),/,/,i,0.3,/,/,-3%,-0.9,58,/,-6%
CC(C)(C)C1CCC(OC(=O)C[N+]2(C)CCCCC2)CC1 (centres undefined),6%,-8%,i,0.9,0%,-1.5%,2%,-0.9,39,12%,-8%
Cc1ccc(N2C(=O)Nc3cc(Cl)c(Cl)cc3N2O)cc1Cl,18%,-2%,i,0.3,10%,2.0%,8%,-0.3,60,-9%,3%
CCN1CCN(C(c2cccs2)C(C)NC(=O)C(C)C)CC1 (centres undefined),7%,1%,i,5.1,2%,0.2%,-1%,-3.0,65,4%,-2%
O=C(Nc1ccncc1)c1ccc(Cl)c(Cl)c1,1%,-8%,/,/,12%,-1.0%,4%,0.4,67,13%,-2%
CCCCNC(=O)C1CCN(S(=O)(=O)c2cnc[nH]2)CC1,8%,-4%,i,0.7,1%,0.9%,6%,-1.5,64,1%,0%
O=C(c1noc2c1CCCC2)N1CCc2c([nH]c3ccccc23)C1c1ccccn1 (centres undefined),0%,-5%,i,0.1,0%,-1.2%,4%,-0.1,76,-14%,-1%
Cc1ccc(-c2nn3c(C)nnc3s2)cc1NC(=O)c1ccc(Br)o1,11%,-8%,i,1.5,0%,0.5%,6%,-0.5,50,2%,-7%
C=CCOc1ccc(CNn2nnnc2N)cc1,-7%,-7%,i,1.5,-1%,-0.7%,1%,0.2,55,21%,11%
Cc1ccc(C(C(=O)NC2CCCC2)N(Cc2ccc3c(c2)OCO3)C(=O)Cc2cccs2)cc1 (centres undefined),-12%,3%,i,1.0,1%,3.6%,12%,-0.9,35,2%,-7%
CCOC(=O)c1c(/N=C/N(C)C)sc(/C=N/Nc2ccccc2)c1-c1ccc(Cl)cc1,4%,-3%,i,0.4,5%,1.1%,9%,1.4,106,?,2%
COC(=O)[C@@H](Cc1ccc(O)cc1)NC(=O)[C@H]1CCC(=O)N1C(=O)OCc1ccccc1,2%,-6%,i,4.0,-2%,-1.0%,2%,-1.4,76,4%,6%
O=C(NC(=S)Nc1ccccc1Cl)C1CC1,3%,-8%,i,1.2,3%,1.9%,10%,1.2,39,-15%,7%
CCN1CCN(CCC(=O)Nc2cc(C)ccc2C)CC1,-2%,-2%,i,0.5,1%,-0.8%,-12%,0.1,54,-8%,3%
C=CCOC(=O)c1sc(NC(=O)c2ccc(OC)cc2)nc1C,0%,-6%,i,0.2,6%,-0.3%,-2%,-0.9,38,3%,10%
O=C(O)c1ccccc1NCc1ccsc1,-6%,-10%,i,0.5,-2%,-1.0%,12%,/,/,9%,-2%
CCOC(=O)c1ccc(C(=O)OCC)nc1,-12%,4%,i,0.0,2%,0.2%,7%,-0.7,76,0%,-6%
Cc1ccccc1Cn1nc(C)c(NC(=O)c2noc3c2CCCC3)c1C,5%,-3%,i,4.0,-4%,-1.4%,6%,0.9,88,0%,-11%
CC(C)NC(=O)c1cc2c(-c3ccc(Cl)cc3)nn(C)c2s1,-3%,-7%,i,1.9,1%,-0.3%,4%,1.9,48,-7%,5%
Cc1cc(C)c2c(c1)/C(=N/Nc1ccc(S(N)(=O)=O)cc1[N+](=O)[O-])CCC2,-8%,5%,i,0.6,1%,-0.5%,3%,13,51,-8%,7%
COc1ccc(CCNC(=O)CSc2nnc3ccc(-c4ccccn4)nn23)cc1,/,/,i,0.6,/,/,1%,-0.1,62,/,-3%
O=C(COc1ccc(Cl)cc1)N/N=C/c1cccc2cccnc12,-1%,-7%,i,2.2,-1%,1.3%,4%,3.1,47,2%,-8%
O=C(O)c1ccccc1C(=O)NCc1cccnc1,8%,-3%,i,1.1,6%,2.8%,6%,0.0,42,17%,10%
CC1=NN(c2ccc(C)cc2)C(=O)/C1=C/c1ccc(-c2cc([N+](=O)[O-])ccc2O)o1,1%,0%,i,0.4,17%,45%,9%,8.0,52,-4%,/
CCOC(=O)CCc1c(C)nc(SCc2ccc(C(=O)O)cc2)c(C#N)c1C,10%,-6%,i,0.2,-1%,2.2%,6%,-0.9,72,-10%,-6%

# Compound activity deposited in PubChem BioAssay by several laboratories.
